# Mtb FBA inh: inhibits M. tuberculosis FBA enzyme | P9WQA3 | purified M. tuberculosis FBA, fluorescence read-out | inhibition, % at 1 µM | actives 2.3% (n = 360,000) | AID 588726; in the data active = inhibition above about 27%;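 also: 0% = vehicle and 100% = reference inhibitor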
# Target sequence (P9WQA3 whole entry, looked up): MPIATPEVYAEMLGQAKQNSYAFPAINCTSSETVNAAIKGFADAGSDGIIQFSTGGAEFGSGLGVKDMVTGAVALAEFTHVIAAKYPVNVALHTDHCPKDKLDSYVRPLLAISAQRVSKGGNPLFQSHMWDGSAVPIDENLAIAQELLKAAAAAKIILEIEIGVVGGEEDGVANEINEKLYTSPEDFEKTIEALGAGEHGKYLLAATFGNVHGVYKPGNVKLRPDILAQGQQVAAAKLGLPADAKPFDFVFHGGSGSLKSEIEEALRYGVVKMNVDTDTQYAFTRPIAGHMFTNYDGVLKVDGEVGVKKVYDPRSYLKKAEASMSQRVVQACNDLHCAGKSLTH
# Mtb UGM inh: blocks M. tuberculosis UGM enzyme; P9WIQ1; purified UGM, fluorescence polarization probe displacement; inhibition, % at 10 µM; actives 0.06% (n = 320,000); in the data active = inhibition above about 10%, passing the limit was not always enough
# Target sequence (P9WIQ1 whole entry, looked up): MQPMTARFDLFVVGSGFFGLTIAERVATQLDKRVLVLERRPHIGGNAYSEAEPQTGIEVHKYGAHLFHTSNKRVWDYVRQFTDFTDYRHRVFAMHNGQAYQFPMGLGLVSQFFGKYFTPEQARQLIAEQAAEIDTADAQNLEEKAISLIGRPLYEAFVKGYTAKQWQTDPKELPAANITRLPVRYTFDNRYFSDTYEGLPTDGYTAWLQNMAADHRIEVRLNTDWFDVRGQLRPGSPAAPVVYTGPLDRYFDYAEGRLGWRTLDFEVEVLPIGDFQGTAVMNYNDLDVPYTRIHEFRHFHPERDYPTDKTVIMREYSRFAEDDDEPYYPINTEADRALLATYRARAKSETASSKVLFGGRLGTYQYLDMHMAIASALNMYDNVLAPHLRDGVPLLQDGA
# FadD28 FP inh: M. tuberculosis FadD28 bisubstrate binding inhibition. FadD28 bisubstrate probe binding, fluorescence polarization. inhibition, % at 12.5 µM. actives 0.22% (n = 360,000). AID 588549; in the data active = inhibition above about 8.5%, passing the limit was not always enough
# PfHsp40 rescue: rescue of PfHsp40-mediated yeast toxicity | S. cerevisiae expressing PfHsp40, growth rescue, ATP luminescence | growth rescue, % at 12.5 µM | actives 0.68% (n = 340,000); in the data active = growth rescue above about 28%, passing the limit was not always enough;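 also: yeast W303a lacking pdr1 and pdr3 grown in galactose medium; growth measured after three days at 30 °C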
# Mtb BioA inh: blocks M. tuberculosis BioA enzyme activity; inhibition, % at 9.99 µM; actives 0.096% (n = 360,000); AID 602481; purified M. tuberculosis BioA enzyme, plate reader; in the data active = inhibition above about 40%
# GDH-TPI inh: counter-screen for M. tuberculosis FBA inhibitors: GDH-TPI coupled enzymes | AID 588335 | actives 1.2% (n = 360,000) | GDH-TPI coupled enzyme counterscreen, NADH absorbance | inhibition, % at 4.8 µM; in the data active = inhibition above about 30%;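 also: 0% = DMSO wells and 100% = wells lacking the enzyme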
# Y pestis TopoI: inhibitors of Yersinia pestis topoisomerase I | Y. pestis Topo-I cleavage product accumulation, plate reader | activity, % at 10 µM | actives 0.064% (n = 360,000); in the data active = activity above about 50%, passing the limit was not always enough; also: inactives centre near 2
# BH1578 lux ind: induces V. cholerae light production without autoinducers. AID 588436. V. cholerae BH1578 lux reporter, luminescence, 6 h. activation, % at 18.7 µM. actives 0.16% (n = 350,000); in the data active = activation mostly above about 9.7%, no sharp cut-off; also: not every result past the cut was called active; inactives centre near 0; reference of the scale not given here
# TcdB GH inh: blocks C. difficile toxin B glycohydrolase activity; P18177; TcdB glycohydrolase enzymatic assay, plate reader; inhibition, % at 9.99 µM; actives 0.24% (n = 350,000); AID 652162; in the data active = inhibition above about 10%
# Starred values were filed as active, the others as inactive; i = inactive; · = not tested or not shown.
1: CC1=C/C(=C\c2ccc(Br)o2)C(=O)O1
2: CCC(C)(C)n1nnnc1C(c1cc(OC)ccc1OC)N1CCN(Cc2ccccc2)CC1 (centres undefined)
3: CSc1nc2ccc(NC(=O)CSc3nnc(N)s3)cc2s1
4: Cc1sc(NC(=O)CSc2nnc(C)c(=O)[nH]2)c(C#N)c1C
5: CC#CCCCC(=O)Nc1cc(OC)nc(OC)n1
6: O=C(Nc1ccccc1)c1ccsc1
compound no.,1,2,3,4,5,6
Mtb FBA inh,3.1,1.2,3.1,0.4,-3.9,-1.0
Mtb UGM inh,3.1,3.0,2.0,1.2,-0.7,0.8
FadD28 FP inh,-0.8,-2.8,-1.5,0.4,-3.4,-2.6
PfHsp40 rescue,-0.3,0.8,0.8,-0.5,0.8,-0.8
Mtb BioA inh,·,0.1,·,-1.4,0.8,·
GDH-TPI inh,-0.4,1.3,14.3,7.9,5.1,6.3
Y pestis TopoI,-0.8,42.6,-1.3,4.4,-4.5,3.1
BH1578 lux ind,-0.4,-0.4,1.7,i,-5.9,-0.2
TcdB GH inh,0.1,1.2,1.9,·,·,·

7: O=C(O)c1ccc(C(=O)C(=O)c2ccccc2)cc1
8: CCC1(C)Cc2c(C#N)c(N)n(-c3ccccc3)c(=O)c2CO1 (centres undefined)
9: Cc1csc(NC(=O)CSc2nc(=O)cc(N)n2-c2ccc(F)cc2)n1
10: COC(=O)Cn1c2ccccc2c2nc3ccccc3nc21
11: Cc1ccsc1/C=C(\C#N)C(=O)Nc1c(C)n(C)n(-c2ccccc2)c1=O
12: Cc1sc2ncn(CC(=O)N(C)C3CCCCC3)c(=O)c2c1C
compound no.,7,8,9,10,11,12
Mtb FBA inh,0.2,1.0,0.7,0.9,-1.9,0.2
Mtb UGM inh,-2.9,-1.8,-1.6,-1.5,-3.1,·
FadD28 FP inh,-1.9,-0.8,-3.5,0.8,1.0,-3.6
PfHsp40 rescue,-1.8,0.2,-1.9,0.3,0.6,0.9
Mtb BioA inh,1.4,2.1,-3.2,-0.2,-0.4,0.2
GDH-TPI inh,10.8,17.5,8.2,27.3,28.4,-20.8
Y pestis TopoI,9.6,14.0,0.2,-4.0,11.0,-10.0
BH1578 lux ind,2.4,i,-0.3,-0.2,-0.1,-1.4
TcdB GH inh,-2.0,·,-0.6,0.7,0.4,1.0

13: CCC(=O)NC(Nc1ccccn1)(C(=O)OC)C(F)(F)F (centres undefined)
14: CCOC(=O)CCC(NC(=O)CCCC(=O)NC(CCC(=O)OCC)C(=O)OCC)C(=O)OCC (centres undefined)
15: O=C(Cn1cc([N+](=O)[O-])ccc1=O)Nc1ccc2c(c1)OCO2
16: O=C(Nc1ccc(F)cc1)c1ccccc1S(=O)(=O)c1ccccc1[N+](=O)[O-]
17: COc1ccc(OCCN2CCC(C(=O)NC(c3ccc(OC)cc3)c3ccccn3)CC2)cc1 (centres undefined)
18: O=C(O)c1ccc2ncc(NC(=O)c3ccc(F)cc3)c(=O)n2c1
compound no.,13,14,15,16,17,18
Mtb FBA inh,3.1,2.2,2.2,0.5,-0.3,4.7
Mtb UGM inh,0.4,1.3,0.4,0.4,·,0.5
FadD28 FP inh,-0.4,-2.4,-1.1,-0.7,-1.7,-3.2
PfHsp40 rescue,-0.7,0.2,0.4,-1.9,·,1.0
Mtb BioA inh,-0.2,·,8.7,·,0.4,0.9
GDH-TPI inh,3.3,-1.9,14.3,-5.3,8.0,19.8
Y pestis TopoI,4.6,-14.3,2.0,0.7,26.0,-7.3
BH1578 lux ind,0.5,-0.1,-1.3,-0.4,i,-0.1
TcdB GH inh,·,0.0,-0.1,1.0,0.5,0.7

# Structures listed so far containing sulfur (seven):
3: CSc1nc2ccc(NC(=O)CSc3nnc(N)s3)cc2s1
4: Cc1sc(NC(=O)CSc2nnc(C)c(=O)[nH]2)c(C#N)c1C
6: O=C(Nc1ccccc1)c1ccsc1
9: Cc1csc(NC(=O)CSc2nc(=O)cc(N)n2-c2ccc(F)cc2)n1
11: Cc1ccsc1/C=C(\C#N)C(=O)Nc1c(C)n(C)n(-c2ccccc2)c1=O
12: Cc1sc2ncn(CC(=O)N(C)C3CCCCC3)c(=O)c2c1C
16: O=C(Nc1ccc(F)cc1)c1ccccc1S(=O)(=O)c1ccccc1[N+](=O)[O-]
compound no.,3,4,6,9,11,12,16
Mtb FBA inh,3.1,0.4,-1.0,0.7,-1.9,0.2,0.5
Mtb UGM inh,2.0,1.2,0.8,-1.6,-3.1,·,0.4
FadD28 FP inh,-1.5,0.4,-2.6,-3.5,1.0,-3.6,-0.7
PfHsp40 rescue,0.8,-0.5,-0.8,-1.9,0.6,0.9,-1.9
Mtb BioA inh,·,-1.4,·,-3.2,-0.4,0.2,·
GDH-TPI inh,14.3,7.9,6.3,8.2,28.4,-20.8,-5.3
Y pestis TopoI,-1.3,4.4,3.1,0.2,11.0,-10.0,0.7
BH1578 lux ind,1.7,i,-0.2,-0.3,-0.1,-1.4,-0.4
TcdB GH inh,1.9,·,·,-0.6,0.4,1.0,1.0

# Next section
19: Cc1cccc(OP(=O)(NCc2ccccc2)Oc2cccc(C)c2)c1
20: COc1ccc(-n2c(SCC(=O)c3ccc[nH]3)nnc2-c2ccccc2)cc1
21: COCCN1C(=O)C(=O)/C(=C(/O)c2ccc(S(=O)(=O)N3CCOCC3)cc2)C1c1ccc(OC)c(OC)c1 (centres undefined)
22: CC(C)Cn1cnc2c(SCc3ccc(Cl)cc3)nc(N)nc21
23: O=C(N/N=C(\c1ccccc1)c1ccccn1)c1ccccc1Cl
24: O=[N+]([O-])c1ccc(C[n+]2cc(-c3ccccc3)n3c2CCCCC3)cc1
compound no.,19,20,21,22,23,24
Mtb FBA inh,-1.4,0.1,-1.0,-3.4,2.6,1.0
Mtb UGM inh,1.9,0.0,0.8,·,0.3,-0.8
FadD28 FP inh,-5.7,-2.0,-0.1,-5.7,-4.3,-4.1
PfHsp40 rescue,117.9*,-0.3,-0.1,2.5,8.7,0.7
Mtb BioA inh,0.6,·,-1.4,-0.8,-0.7,·
GDH-TPI inh,-0.4,4.4,9.1,6.2,6.5,2.5
Y pestis TopoI,42.3,-5.4,1.5,16.5,1.8,6.6
BH1578 lux ind,-0.2,-0.3,i,-0.8,-0.3,-0.2
TcdB GH inh,0.2,·,-1.1,1.1,-0.9,1.7

25: CCOC(=O)/C(C#N)=C\c1ccc(CC)s1
26: O=C(c1ccccc1)N1N=C(C(F)(F)F)CC1(O)c1ccccc1O (centres undefined)
27: Cc1ccc(CNS(=O)(=O)c2ccc(C(F)(F)F)cc2)n1C
28: Cc1ccc(NC(=O)COC(=O)c2nn(-c3ccc(Cl)cc3)cc2O)cc1
29: CCCCN1C(=O)NC(=O)C2(Cc3cc(C)ccc3N(C)C2)C1=O (centres undefined)
30: O=S(=O)(c1ccccc1)N1CCN(CCO)CC1
compound no.,25,26,27,28,29,30
Mtb FBA inh,-3.0,-2.2,2.5,17.4,-2.2,1.2
Mtb UGM inh,1.7,1.8,-0.3,0.1,-0.2,1.7
FadD28 FP inh,-0.4,-2.6,-1.0,-3.4,-0.3,-2.4
PfHsp40 rescue,-0.4,0.7,0.2,-0.3,-0.5,0.2
Mtb BioA inh,-0.5,1.0,-2.2,-0.8,-1.7,-0.7
GDH-TPI inh,20.9,4.5,11.8,0.4,3.9,-1.7
Y pestis TopoI,2.0,-1.1,-2.1,-3.1,-2.6,-7.4
BH1578 lux ind,i,1.4,i,-0.8,i,i
TcdB GH inh,·,-2.0,0.0,1.0,·,0.2

# The list goes on:
# Sequence of screens – Mtb FBA inh	Mtb UGM inh	FadD28 FP inh	PfHsp40 rescue	Mtb BioA inh	GDH-TPI inh	Y pestis TopoI	BH1578 lux ind	TcdB GH inh
31. c1ccc2c(c1)nnn2Cc1nnc2sc(-c3ccncc3)nn12
  3.4	-1.2	-1.8	-0.4	0.4	3.6	-0.8	-0.5	·
32. CCN(CC(=O)NCc1ccc(Cl)cc1)C(=O)/C=C/c1ccco1
  -0.9	-1.6	-5.6	-0.3	-1.5	1.9	-8.4	-0.4	5.0
33. Cc1nc(Sc2ccc(Cl)cc2)c(C#N)c(C)c1[N+](=O)[O-]
  0.8	-1.6	-1.9	13.2	0.1	3.5	1.8	0.2	-0.4
34. Cc1ccc(-c2nn(-c3ccc(F)cc3)cc2C(=O)N(C)CC(=O)Nc2ccc(N3CCOCC3)cc2)cc1
  0.8	1.6	-2.0	-0.4	1.7	-0.7	3.2	-5.0	-0.6
35. Cc1ccc(C(=O)COC(=O)CCC(=O)Nc2ccccc2Cl)cc1[N+](=O)[O-]
  1.6	-1.2	-1.6	0.1	-0.8	-4.7	2.7	i	·
36. Cc1nnc(SCC(=O)NC2CCCCCC2)n1C
  -1.2	1.3	-3.4	-1.0	-1.3	6.0	-7.4	i	1.8
37. CC(=O)Nc1ccc(S(=O)(=O)Nc2nnc(Cc3ccc(Cl)cc3)s2)cc1
  -2.8	4.8	-5.1	0.7	7.6	-1.1	-4.2	-0.5	2.5
38. CCOC(=O)CCC(NC(=O)CCCCCCCCC(=O)NC(CCC(=O)OCC)C(=O)OCC)C(=O)OCC (centres undefined)
  0.2	1.5	-0.3	1.3	·	6.5	6.9	-0.2	-0.4
39. CN(CC(=O)Nc1ccccc1Br)C(=O)c1cc([N+](=O)[O-])ccc1N1CCOCC1
  0.5	3.6	0.5	-0.8	-0.7	13.6	-4.6	-0.6	0.1
40. O=C(CSc1nnc(CNC(=O)c2c(F)cccc2F)o1)c1ccccc1
  3.5	-0.1	-2.2	1.5	0.7	3.8	-0.6	-0.5	1.6
41. Cn1c(=O)c2c(nc(SCC(=O)c3cccs3)n2Cc2ccc(F)cc2)n(C)c1=O
  0.8	-0.9	-2.7	-1.8	-2.1	14.1	-0.9	-11.1	·
42. CCC1(CC)NC(=O)N(CC(=O)N2CCN(S(=O)(=O)c3cccc(F)c3)CC2)C1=O
  -1.4	-1.2	-5.1	0.5	-0.7	-4.9	-0.6	i	1.1
43. Cc1cc(C)cc(NC(=O)c2ccc(S(=O)(=O)C(F)F)cc2)c1
  4.6	5.7	-2.5	1.6	·	5.5	2.9	-2.0	·
44. Cc1cc(Br)c(NC(=O)c2c(-c3c(Cl)cccc3Cl)noc2C)c(Br)c1
  4.1	4.0	-2.0	0.0	-2.0	3.4	6.2	1.2	0.4
45. CC(C)(C)NC(=O)C(=O)NCc1ccncc1
  -2.7	-1.5	-1.6	-0.9	·	5.2	0.9	-3.0	-0.2
46. Cc1cccc2cc(/C=N/Nc3ccc(C(=O)O)cc3)c(Cl)nc12
  5.1	3.7	0.2	-1.1	·	21.9	-2.8	i	-1.2
47. Cc1ccc(C(=O)Oc2ccccc2N2C(=O)C3C4CCC(C4)C3C2=O)cc1 (centres undefined)
  1.1	-1.1	-1.1	-0.3	-0.6	13.0	-7.1	-0.3	0.3
48. CCC(NC(=O)c1ccccc1NC(=O)C(C)(C)C)C(=O)N1CCCC1 (centres undefined)
  1.0	0.8	0.2	0.1	·	-8.2	-14.0	-0.1	1.6
49. COc1ccc(Cc2nnc(NC(=O)c3cc(OC)c(OC)c(OC)c3)s2)cc1
  -1.8	-1.6	-7.2	0.8	7.0	10.0	11.7	i	1.4
50. CCOc1ccc(CCNS(=O)(=O)c2cn(C)cn2)cc1OCC
  1.8	2.8	-1.4	0.4	-0.8	5.2	-4.8	-0.3	0.1
51. CC(=O)c1ccc(S(=O)(=O)N2CCC(Oc3ccc(-n4cnnn4)cc3)CC2)cc1
  2.6	-1.0	-1.0	2.0	-0.4	5.6	1.6	-0.4	0.6
52. CCOC(=O)c1[nH]c2ccc(Cl)cc2c1-c1ccccc1
  2.4	-0.8	0.6	-1.0	-2.6	11.9	5.7	i	·
53. Cc1ccc(C(=O)COc2cccc(NC(=O)c3ccco3)c2)cc1
  -0.8	0.0	-0.4	4.2	0.2	1.3	4.9	-0.7	·
54. COc1cc(CC(=O)N(C)CC(=O)Nc2ccc(Cl)c(C(F)(F)F)c2)cc(OC)c1OC
  -1.2	1.1	-10.3	-0.1	1.1	-10.9	5.7	-0.3	0.3
55. CC(Sc1nc2c([nH]c3ccccc32)c(=O)n1C)c1ccccc1 (centres undefined)
  0.9	2.4	-1.3	-0.6	0.5	-1.9	3.7	0.2	1.1
56. Cc1ccsc1/C=N\NC(=O)c1ccc2c(c1)OCO2
  -0.1	1.4	-1.4	-0.6	0.0	39.7*	0.0	i	·

# Screening results from PubChem.
